Source: PubChem BioAssay
TNAP inh noacc: blocks human TNAP activity with no phosphate acceptor present; inhibition, % at 20 µM; P05186; purified TNAP, CDP-star luminescence, 30 min; AID 1012; 200,000 tested, 0.26% active;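 active = tissue-nonspecific alkaline phosphatase inhibition above about 50% at 20 µM in the single-dose screen, limit read from the data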;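 also: 0% = DMSO negative control and 100% = EDTA positive control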
Hsp70 act: transcriptional activators of Hsp70; AID 1203; activation, % at 10 µM; HeLa Hsp70 promoter luciferase reporter, luminescence; scaled: vehicle 0, proteasome-inhibitor control 100%; 200,000 tested, 0.04% active;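 active = activation above the mean across all tested compounds plus 3 SD, cutoff set per campaign, cut at about 5.5% in these data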;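 also: 100% = MG132 at 30 µM as the positive control and 0% = DMSO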
PMI activator: increases human mannose-6-phosphate isomerase activity. activation factor at 20 µM. purified human PMI, coupled resazurin fluorescence, 20 min; active compounds read high; 1 = vehicle control, 0 substrate-free wells. 190,000 tested, 0.005% active. AID 1214. P34949;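 active = activation factor of 2 or more at 20 µM, relative to plate controls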
Target sequence (P34949 whole entry, looked up): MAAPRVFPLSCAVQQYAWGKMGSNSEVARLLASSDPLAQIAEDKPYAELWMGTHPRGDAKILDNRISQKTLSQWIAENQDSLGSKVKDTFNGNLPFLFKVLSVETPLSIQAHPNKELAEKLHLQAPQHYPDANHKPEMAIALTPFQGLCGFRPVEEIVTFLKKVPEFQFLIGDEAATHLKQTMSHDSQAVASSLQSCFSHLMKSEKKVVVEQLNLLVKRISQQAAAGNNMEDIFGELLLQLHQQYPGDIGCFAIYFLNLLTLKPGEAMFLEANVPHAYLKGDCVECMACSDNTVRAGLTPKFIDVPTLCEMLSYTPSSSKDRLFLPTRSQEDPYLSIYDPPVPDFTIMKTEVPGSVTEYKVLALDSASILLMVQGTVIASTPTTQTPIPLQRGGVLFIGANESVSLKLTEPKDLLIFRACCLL
Redox H2O2 prof: compounds producing H2O2 with reducing agent – biochemical, NIH compound library profiling, artefact control for MLSCN library redox annotation, primary screen | AID 878 | DTT-dependent redox cycling H2O2, phenol red/HRP absorbance; 100% = 100 µM peroxide control, 0% = buffer | activation, % at 10 µM | 200,000 tested, 0.03% active;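 active = activation of at least 50% relative to the plate's high and low controls in the primary single-dose screen; inactive = activation below 50%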;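 also: compound incubated with DTT at 0.8 mM final as the reducing agent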
HMGR II inh: blocks class II HMG-CoA reductase of Enterococcus faecalis | purified E. faecalis HMGR, NADPH absorbance 340 nm kinetic | inhibition, % at 10 µM | 190,000 tested, 0.41% active | AID 1066;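 active = inhibition above a set limit, the median over all tested compounds plus 3 SD, cut at about 9.5% in these data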;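 also: enzyme runs in reverse so mevalonate oxidation gives rising NADPH absorbance; 0% = complete reaction with DMSO and 100% = background rate lacking mevalonate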
Lmaj promast: inhibitors of Leishmania major promastigote growth. inhibition, % at 10 µM. Leishmania major promastigotes, resazurin fluorescence viability. 200,000 tested, 9% active; in the data active = inhibition above about 50%;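 also: promastigotes grown with compound for 44 hours at 28 °C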
PMI act satM6P: increases human PMI activity with near-saturating mannose 6-phosphate; P34949; coupled PMI enzyme assay, resazurin fluorescence, 20 min; active compounds read high; 1 = untreated enzyme, 0 = substrate-free blank; activation factor at 20 µM; 190,000 tested, 0.34% active;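 active = activation factor of 2 or more at 20 µM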
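Test system: Human PMI in coupled enzyme assay | Input: 15 ng/mL PMI | Medium: HEPES-buffered pH 7.4 with magnesium and detergent | Compound: One concentration, 20 µM, in 1% DMSO | Incubation: Enzyme reaction with compound 20 min at room temperature | Detection: Diaphorase-driven resazurin-to-resorufin fluorescence, excitation 544, emission 590 nm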
S1P3 antag: S1P3 (human) receptor antagonism. Q99500. CHO S1P3 NFAT-BLA reporter, FRET fluorescence, antagonist mode. inhibition, % at 4.98 µM. 170,000 tested, 0.27% active;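 active = inhibition above the plate cutoff, the mean inhibition of test wells on that plate plus 3 SD, cut at about 28% in these data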;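 also: cells challenged with S1P at its EC80 of 0.8 µM; blue over green emission ratio from cleaved BLA substrate after 4 h stimulation; 0% = S1P-stimulated wells and 100% = unstimulated DMSO-only wells; some compounds past the cut are filed as inactive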
Target sequence (Q99500 whole entry, looked up): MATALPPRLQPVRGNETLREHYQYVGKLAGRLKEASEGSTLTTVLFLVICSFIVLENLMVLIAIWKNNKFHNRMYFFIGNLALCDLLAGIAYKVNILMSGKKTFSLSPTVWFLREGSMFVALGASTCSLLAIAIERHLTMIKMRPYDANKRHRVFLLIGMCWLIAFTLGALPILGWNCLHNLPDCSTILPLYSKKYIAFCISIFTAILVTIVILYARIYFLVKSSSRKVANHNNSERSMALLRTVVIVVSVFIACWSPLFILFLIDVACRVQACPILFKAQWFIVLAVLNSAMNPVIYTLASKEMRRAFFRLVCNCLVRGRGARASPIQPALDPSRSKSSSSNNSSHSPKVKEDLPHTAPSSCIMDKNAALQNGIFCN
RAM inhibit: yeast RAM network inhibition. S. cerevisiae dse1pr::URA3 reporter, 5-FOA growth OD615, 2 d; analog-sensitive cbk1-as2 kinase mutant strain. inhibition, % at 50 µM. 190,000 tested, 1.8% active;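 active = inhibition above a set limit, 3 SD over mean compound inhibition, cut at about 8.4% in these data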;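 also: 0% = DMSO-only wells with no growth and 100% = 10 µM 1-NA-PP1 full growth; inhibition rescues growth on 5-FOA so higher OD means more RAM inhibition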
TNAP inh hiacc: blocks human TNAP under high phosphate acceptor concentration; P05186; purified TNAP, CDP-star luminescence, 1 M DEA; inhibition, % at 20 µM; 200,000 tested, 0.03% active;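 active = over 50% inhibition of tissue-nonspecific alkaline phosphatase at 20 µM in the single-dose screen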;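 also: plate controls were DMSO wells for no effect and EDTA-quenched wells as full inhibition for full effect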
An asterisk follows results filed as active; . = no result given. Compounds were not picked by outcome (roughly 12% active in at least one column).

SMILES	TNAP inh noacc	Hsp70 act	PMI activator	Redox H2O2 prof	HMGR II inh	Lmaj promast	PMI act satM6P	S1P3 antag	RAM inhibit	TNAP inh hiacc
CCC(=O)NCCCCNC(=O)CC	-8	0.0	0.9	0.5	-1	-6	0.9	15	0.0	-3
CCCCCCC(C)NC(=S)Nc1cc(S(=O)(=O)N(C)C)ccc1C (stereo unspecified)	-33	-0.3	1	0.0	1	-5	1	-9	0.1	-6
CCOc1ccc2nc(NC(=O)Cc3cccs3)sc2c1	1	0.2	0.8	-1.2	3	4	1	.	2.4	-2
O=C(Cc1c[nH]c2ccccc12)OCC(=O)c1ccccc1	-12	0.1	0.9	1.9	3	-5	0.9	.	0.1	-8
CCCCn1nc(C(=O)N2CCc3ccccc32)c2ccccc2c1=O	-8	-0.1	0.9	1.8	-3	14	0.9	-52	3.0	1
Nc1ccc2oc(-c3ccccc3Cl)cc(=O)c2c1O	5	0.2	1.1	0.7	-1	3	0.8	1	0.4	5
CCOC(=O)c1nn(-c2ccccc2)c(=O)c2c(N)scc12	-14	-0.2	0.6	0.3	-6	7	0.4	.	2.1	-4
CC1OC(Oc2ccc3ccc(=O)oc3c2-c2c(O)ccc3cc(Oc4ccc5ccc(=O)oc5c4)c(=O)oc23)C(O)C(O)C1O (stereo unspecified)	-6	-0.1	1	0.4	6	-5	0.9	-18	2.3	0
O=c1cc(-c2ccccc2Cl)oc2c([N+](=O)[O-])c(O)cc(O)c12	-1	-0.4	1.2	0.5	-9	11	1.2	11	1.7	3
O=C(O)c1ccc(N/N=C/c2ccc(C(F)(F)F)cc2)cc1	-4	-0.4	1.4	-0.3	0	-20	1.3	-7	-0.1	0
CC(=O)c1ccc2c(c1)CC(C)C(=O)N2C (stereo unspecified)	-7	-0.1	1	0.0	0	-8	1	-8	2.0	-4
C=CCn1c(Cc2cccs2)nnc1SC/C=C/c1ccccc1	-4	-0.2	1	0.3	-6	26	0.9	.	0.4	-10
Cc1ccc(S(=O)(=O)N2CCN(C(=O)c3cccs3)CC2)cc1C	4	-0.2	1	-0.7	2	0	0.9	-5	1.6	-5
Cc1ccc(S(=O)(=O)N(C)C)cc1-n1c(SCC(=O)N(C)C)nc2ccccc2c1=O	-11	-0.5	1.1	-2.6	-9	0	1.1	19	0.5	-1
Cc1nn(-c2ccccc2)c2sc(C(=O)N3CCCCC3)cc12	-6	-0.1	0.9	-0.5	-2	9	0.9	-3	2.2	-2
COC(=O)c1cccc(NC(=O)NC2CCCN2S(=O)(=O)c2ccc(Cl)cc2)c1 (stereo unspecified)	-15	-0.2	0.9	0.1	3	76*	0.9	11	1.2	-6
CCCC1(CCC)NC(=O)N(CC(=O)Nc2ccccc2OC)C1=O	-11	-0.1	1	0.2	-8	4	1	-18	0.0	0
COc1ccc(S(=O)(=O)N2CCCCCC2)cc1C(=O)OCC(=O)NC(N)=O	-10	0.0	1.1	1.0	-3	-6	1	-28	0.6	-4
CCOC(=O)c1ccccc1NC(=O)COc1ccccc1	-8	-0.2	0.9	0.3	-4	0	1	14	1.3	-6
CCO/C(=C/c1sc2ccc(OC)cc2[n+]1CCCS(=O)(=O)[O-])CC	-16	0.2	0.9	0.0	-1	-6	0.9	.	1.4	-6
O=C(COC(=O)c1ccc[nH]c1=O)NC1CCCCCCC1	-7	-0.2	0.9	-0.1	-3	-4	0.9	-6	1.7	-2
Cc1ccc(NC(=S)Nc2cccc3cnccc23)cc1C	-2	-0.1	1	0.0	-1	17	1.3	-11	0.8	3
O=C(NCc1ccco1)C1CC(c2c(Cl)cccc2Cl)=NO1 (stereo unspecified)	-9	0.0	0.9	0.9	-6	4	1	.	0.9	2
CCCNC(=O)c1ccc2c(=O)n(Cc3ccco3)c(=S)[nH]c2c1	0	-0.3	1	0.2	-1	4	1.1	-6	4.0	-2
O=C(NNS(=O)(=O)c1ccc(CCCl)cc1)C(O)(c1ccccc1)c1ccccc1	-11	-0.4	0.9	1.3	-10	-2	1	3	-0.8	-1
COc1ccc(NC(=O)C2=C(C)NC(=O)NC2c2cccs2)c(OC)c1 (stereo unspecified)	-6	-0.2	0.9	0.1	-3	-5	0.9	-3	1.4	-3
CCNC(=O)CC1SC(=Nc2ccc(Cl)cc2)N(CC)C1=O (stereo unspecified)	-5	-0.1	1	-1.0	-6	-5	1	-4	0.1	-3
CCCN1CCN(CCCNC(=O)C2CCCN(c3nnc(-n4cccc4)s3)C2)CC1 (stereo unspecified)	-7	0.1	1	1.7	0	41	1	-28	1.6	-4
CCOc1cc(C(=O)N2CCN(C/C=C/c3ccccc3)CC2)cc(OCC)c1OCC	-11	-0.6	1	0.0	-4	66*	0.9	.	-1.3	-9
CC(C)P(=O)(c1cccc(C(=O)O)c1)C(C)C	-8	-0.2	1.2	0.4	-2	46	1.2	-8	0.0	-4
O=C(c1ccc([N+](=O)[O-])cc1)N(Cc1ccc(Cl)cc1Cl)N1C(=O)CCCC1=O	-6	0.1	0.9	0.2	-3	13	0.9	.	2.5	-1
CCN1CCN(C(c2cccs2)C(C)NS(=O)(=O)c2ccc(F)cc2)CC1 (stereo unspecified)	-10	-0.3	1	-0.1	2	-4	1	2	1.6	-4
CC1=C(C(=O)Nc2ccccc2C)C2(CCCC2)C(C(N)=O)C(=O)N1 (stereo unspecified)	-7	-0.1	0.9	-2.9	-4	-5	0.9	-30	0.8	-7
CC1CCCCC1N1CN=C(Nc2nc3ccccc3s2)NC1 (stereo unspecified)	-5	-0.1	1	3.1	-2	4	0.9	.	-0.6	-1
O=C(Cc1ccccc1[N+](=O)[O-])N1CCc2ccccc2C1	-21	-0.3	1	0.3	5	-3	1	-4	1.5	-4
Cc1ccccc1N(CC(=O)NCCSCc1ccco1)S(C)(=O)=O	-5	-0.1	1.1	-1.7	-2	-3	1	10	-0.5	-4
O=C(Nc1ccc(Cl)cc1Cl)N1CCN(c2ncccn2)CC1	-3	0.1	0.8	-0.9	-8	-5	0.9	-9	0.4	-2
Cc1cccnc1NC(=S)NCCc1ccccc1	0	-0.1	0.7	-0.8	-8	-5	0.9	-17	-0.8	-3
COc1cc(/C=C(\C#N)c2ccccn2)ccc1OCc1ccc(Cl)cc1	-15	-0.5	0.8	0.6	-5	7	0.8	-16	12*	1
O=S(=O)(Nc1nc2ccccc2nc1N1CCc2ccccc2C1)c1ccc(Br)cc1	2	-0.3	1.6	-0.1	-4	13	1.9	-10	4.8	8
CC1(C)CC(=O)C(C=NCC(N)=O)=C(O)C1	-8	-0.2	1	-2.3	3	-11	1.1	-113	1.7	-3
CCOC(=O)c1c(NC(=O)COC)sc(C(C)=O)c1C	-6	-0.2	0.9	0.4	-3	4	0.9	-1	-0.5	2
CCOCCCNC(=O)/C(C#N)=C/c1ccc(Cl)c([N+](=O)[O-])c1	0	-0.2	1.1	-2.6	-4	100*	1	-4	3.5	-4
COc1ccc(C)cc1-n1c(N)c(C#N)c(C#N)c1-c1ccc(OC)c(OC)c1OC	-9	-0.5	0.9	-1.2	2	29	0.8	-11	2.4	0
O=S(=O)(NC1CCCCC1)c1ccc(F)c2ccccc12	3	-0.4	1.1	-0.1	-4	13	1.1	.	3.2	4
CCCc1[nH]nc2c1C(c1cn[nH]c1-c1ccc(F)cc1)C(C#N)=C(N)O2 (stereo unspecified)	-56	-0.3	0.9	-0.4	-7	73*	0.8	3	1.5	4
COC(=O)C(Cc1cnc(Cl)s1)(C(=O)OC)c1ccc(C(F)(F)F)cc1[N+](=O)[O-]	-6	0.9	0.9	-0.1	6	6	0.9	.	1.3	-5
CCOc1ncccc1C(=O)NCCN1C(=O)S/C(=C/c2cccs2)C1=O	-10	-0.1	1	-0.2	-6	6	1	-7	4.9	3
CCCCCC(=O)NCC(C)NC(=O)CCCCC (stereo unspecified)	-2	-0.2	1.1	-0.5	-3	-7	1.1	-15	1.2	-2
Cn1c(=O)[nH]c(=O)c2c1nc(CN1CCN(c3ccc(F)cc3)CC1)n2CCc1ccccc1	-4	0.2	1	0.7	0	-6	1	13	1.3	-3
Cc1nn(-c2ccccc2)c(N2CCCC2)c1/C=N/NC(=S)Nc1ccccc1C(F)(F)F	-20	-0.3	0.9	0.1	-1	99*	0.9	9	-0.6	-1
CCCCOc1ccc(CC(=O)NCC(=O)O)cc1	-8	0.0	0.9	0.0	-4	-4	0.9	4	0.5	-2
Cc1cc(C)n(S(=O)(=O)c2ccc(C)c(C)c2C)n1	-5	-0.2	0.9	2.5	-2	31	0.8	-13	0.3	2
O=C(COc1cc(Cl)c(Cl)cc1Cl)N1CCN(c2ccccn2)CC1	-4	-0.3	1.1	-1.0	-3	3	1.2	-6	1.5	3
COC(=O)c1ccccc1OCC(=O)N1CCN(c2ccc(Cl)cc2)CC1	-6	0.4	0.9	1.6	-4	-4	1	.	7.1	-3
COc1ccc(NC(=O)c2ccc3c(SCC(=O)O)c4c(nc3c2)CCCC4)c(OC)c1	-8	-0.3	1.2	-0.1	-6	0	1.1	0	3.1	-2
Cc1ccc(O)c(CNc2ccccn2)c1	-16	-0.1	1.2	0.7	1	5	1.1	-24	1.8	-8
N#Cc1c(N)oc(-c2ccccc2)c1-c1ccccc1	-3	-0.4	0.9	-1.3	-1	-6	0.9	.	-0.4	-4
CCC(NC(=O)c1cccc(Cn2cc([N+](=O)[O-])cn2)c1)c1ccc(C(C)C)cc1 (stereo unspecified)	2	-0.2	1	-1.7	-1	3	1.1	.	5.3	-9
CCn1c(SCc2nc3scc(-c4ccccc4)c3c(=O)[nH]2)nnc1-c1cccs1	-17	-0.4	0.8	-0.3	-5	-4	0.9	4	2.2	-4
Following part
SMILES	TNAP inh noacc	Hsp70 act	PMI activator	Redox H2O2 prof	HMGR II inh	Lmaj promast	PMI act satM6P	S1P3 antag	RAM inhibit	TNAP inh hiacc
O=C(O)c1ccc2c(c1)C(=O)N(c1ccccc1-c1ccccc1)C2=O	-12	-0.5	1.2	0.1	-4	-6	1.1	-6	-1.6	-6
O=c1c2c(nc3nc(COc4ccccc4)[nH]n13)CCC2	-10	0.0	0.9	0.5	-2	-11	1	7	1.3	-2
CC(=O)Nc1ccc(NC(=O)Cn2cc3c(n2)CCCC3)cc1	-11	-0.4	0.9	-0.7	0	-6	1	2	0.3	-6
Cc1nc2c3ccccc3nc(NNC(=O)CCC(=O)NC(C)C)n2n1	-108	-0.1	0.9	-0.6	0	9	1.1	-8	1.3	2
O=S(=O)(NCc1ccccc1)c1cccc(S(=O)(=O)N2CCOCC2)c1	-6	-0.4	1	0.1	-3	-2	1	.	0.7	-4
O=C(NC1CCCCC1)N(Cc1cc2cc3c(cc2[nH]c1=O)OCCO3)CC1CCCO1 (stereo unspecified)	-11	0.0	1	1.1	-2	6	0.9	-2	2.8	-8
O=C(CSc1nnc(-c2ccc(Cl)cc2)n1-c1ccccc1)N/N=C/c1ccccc1C(=O)O	-2	-0.1	0.9	-1.4	-2	-8	0.9	1	1.1	1
